M4 PAM = potentiates acetylcholine response at human M4 receptor. AID 624126. activation, % at 3 µM. CHO-K1 hM4/Gqi5, Fluo-8 calcium fluorescence, ACh EC20; 0% = ACh EC20, 100% = maximal ACh. P08173. hit rate 0.4% among 360,000;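 active = activation above its plate's cutoff, the mean activation of sample wells plus 3 SD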; note: some results filed as inactive read as strong as hits
Target sequence (P08173 whole entry, looked up): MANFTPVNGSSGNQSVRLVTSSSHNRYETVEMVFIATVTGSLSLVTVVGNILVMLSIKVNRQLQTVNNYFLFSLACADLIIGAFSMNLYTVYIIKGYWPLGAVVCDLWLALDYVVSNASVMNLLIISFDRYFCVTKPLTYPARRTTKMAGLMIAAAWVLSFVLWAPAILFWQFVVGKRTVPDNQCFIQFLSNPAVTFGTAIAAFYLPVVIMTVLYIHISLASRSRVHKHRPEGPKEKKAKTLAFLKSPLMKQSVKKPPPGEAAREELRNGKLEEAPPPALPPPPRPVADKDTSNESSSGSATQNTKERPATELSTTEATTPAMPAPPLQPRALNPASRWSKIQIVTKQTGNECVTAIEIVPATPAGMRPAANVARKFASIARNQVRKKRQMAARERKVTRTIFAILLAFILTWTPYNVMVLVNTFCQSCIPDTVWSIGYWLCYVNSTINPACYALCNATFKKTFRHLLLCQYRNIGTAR
CHO-K1 Ca PAM = nonselective activator or artifact in parental CHO-K1 calcium assay | hit rate 0.02% among 360,000 | activation, % at 3 µM | AID 602247 | ATP EC20, Fluo-8 calcium fluorescence; 0% at ATP EC20, 100% at ATP max;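 active = activation above the run cutoff, the mean activation of all test compounds plus 3 SD, cut at about 40% in these data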;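 note: peak over basal fluorescence ratio in a 140 s read after ATP addition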
TAAR1 ag = agonists of human TAAR1. CHO RD-HGA16 TAAR1, Fluo-8 calcium fluorescence; vehicle wells 0%, saturating PEA agonist 100%. Q96RJ0. activation, % at 3 µM. hit rate 0.99% among 360,000;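 active = activation above the mean activation of all test compounds in the run plus 3 SD, cut at about 38% in these data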
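System: CHO RD-HGA16 cells carrying human TAAR1 plus Gα16; Incubation: 17-24 h seeding, 75 min 37 °C dye, 30 min RT; Measured by: Fluo-8 fluorescence, 5 s baseline then 140 s kinetic read; Control set: DMSO and PEA EC100; Replication: single well for each compound.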
M5 ag = CHRM5 agonism in calcium assay. P08912. CHO-K1 hM5 cells, Fluo-8 calcium fluorescence; 0% DMSO wells, 100% maximal acetylcholine response. hit rate 0.19% among 360,000. AID 624037. activation, % at 3 µM;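 active = activation above the run's mean over test compounds plus 3 SD, cut at about 23% in these data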;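 note: signal is peak over basal fluorescence ratio across the kinetic read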
Target sequence (P08912 whole entry, looked up): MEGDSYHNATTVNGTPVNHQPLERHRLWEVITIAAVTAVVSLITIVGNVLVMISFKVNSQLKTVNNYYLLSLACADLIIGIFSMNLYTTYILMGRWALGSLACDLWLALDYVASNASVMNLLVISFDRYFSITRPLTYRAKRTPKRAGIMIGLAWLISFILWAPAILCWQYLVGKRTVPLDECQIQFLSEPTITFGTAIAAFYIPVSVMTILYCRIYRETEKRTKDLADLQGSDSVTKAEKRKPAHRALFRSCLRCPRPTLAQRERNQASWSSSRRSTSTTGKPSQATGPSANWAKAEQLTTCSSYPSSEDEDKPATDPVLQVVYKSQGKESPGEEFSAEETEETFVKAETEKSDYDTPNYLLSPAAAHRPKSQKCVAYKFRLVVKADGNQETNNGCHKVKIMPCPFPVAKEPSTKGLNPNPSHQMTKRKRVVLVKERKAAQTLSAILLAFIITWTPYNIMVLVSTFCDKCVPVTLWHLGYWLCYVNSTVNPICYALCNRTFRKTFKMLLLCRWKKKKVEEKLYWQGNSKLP
TAAR1 antag = antagonists of human TAAR1 | hit rate 1.5% among 360,000 | Q96RJ0 | CHO RD-HGA16 TAAR1, Fluo-8 calcium fluorescence, antagonist | inhibition, % at 3 µM;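 active = inhibition above a per-plate cutoff, the mean inhibition of test compounds on that plate plus 3 SD, cut at about 49% in these data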;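 note: 0% = DMSO plus EC80 beta-PEA response and 100% = DMSO alone without agonist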
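Test system – hTAAR1-expressing CHO RD-HGA16 cells, Gα16-coupled · Also added – β-PEA at EC80 concentration, post-compound challenge · Compound – 3 µM, single point · Incubation – dye loading 75 min at 37 °C, then 30 min room temperature · Measured by – Fluo-8 intracellular calcium dye fluorescence, real-time kinetic reads · Benchmarks – vehicle and agonist controls · Replicates – singlicate, one well per test compound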
M5 antag = antagonists of human muscarinic M5 receptor (CHRM5); P08912; CHO-hM5 cells, Fluo-8 calcium fluorescence, ACh EC80; inhibition, % at 3 µM; hit rate 0.59% among 360,000; AID 624040;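 active = inhibition above a per-plate cutoff, the mean of that plate's test compounds plus 3 SD, cut at about 27% in these data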;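 note: 0% = acetylcholine EC80 with DMSO and 100% = DMSO without agonist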
CRFR2-BP antag = antagonists of CRF-binding protein/CRF-R2 receptor complex; HEK293 CRF-R2/CRF-BP, CRF-induced calcium fluorescence; inhibition, % at 11.8 µM; hit rate 0.59% among 350,000; AID 588475;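 active = inhibition of the ligand-induced calcium signal above about 50% at the single tested concentration, limit read from the data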
CRFBP-R2 agonist = agonists of human CRF-binding protein/CRF-R2 receptor complex | activation, % at 13.2 µM | hit rate 0.46% among 350,000 | HEK293 CRF-R2/CRF-BP, calcium dye fluorescence (FLIPR); percent of saturating CRF peptide response;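 active = activation of at least 50%, plus an integration ratio under a set limit after plate pattern correction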;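 note: plate controls were neutral control wells without compound for no effect and CRF at EC100 for full effect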
M5 PAM = positive allosteric modulators of human muscarinic M5 receptor. CHO-K1 hM5, Fluo-8 calcium, ACh EC20 PAM; 0% = ACh EC20, 100% = ACh EC100. activation, % at 3 µM. hit rate 0.3% among 360,000. AID 624038;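 active = activation above the run cutoff, the mean activation of all test compounds plus 3 SD, cut at about 18% in these data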
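Assay system – human M5 receptor in CHO-K1 cells · Read-out – % activation, ACh-normalized · Technique – Fluo-8 calcium fluorescence · Dosing – single-point, 3 µM nominal · Incubation – Fluo-8 loading 80 min at 37 °C plus 30 min room temperature · Repeats – singlicate, one well per test compound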
Starred values were filed as active, the others as inactive. No enrichment for hits, and some 4.2% of all compounds hit somewhere here.

Start of the data: the first 2 entries, to show the layout:
Screening CCCCn1c(=N)n(CC(O)COc2ccccc2)c2ccccc21 (centres undefined) returned M4 PAM -1.9, CHO-K1 Ca PAM 17.3, TAAR1 ag 12.2, M5 ag -1.8, TAAR1 antag -4.6, M5 antag 3.7, CRFR2-BP antag -24.6, CRFBP-R2 agonist 2.1 and M5 PAM -7.0.
`O=C(COc1cccc(C(F)(F)F)c1)Nc1ccccc1N1CCCCC1` gave M4 PAM -1.4, CHO-K1 Ca PAM -21.0, TAAR1 ag -0.3, M5 ag 2.1, TAAR1 antag -6.9, M5 antag 6.2, CRFR2-BP antag -41.3, CRFBP-R2 agonist 4.2 and M5 PAM -6.1.

The whole of this part (from the top)
Screening CCCCn1c(=N)n(CC(O)COc2ccccc2)c2ccccc21 (centres undefined) returned M4 PAM -1.9, CHO-K1 Ca PAM 17.3, TAAR1 ag 12.2, M5 ag -1.8, TAAR1 antag -4.6, M5 antag 3.7, CRFR2-BP antag -24.6, CRFBP-R2 agonist 2.1 and M5 PAM -7.0.
`O=C(COc1cccc(C(F)(F)F)c1)Nc1ccccc1N1CCCCC1` gave M4 PAM -1.4, CHO-K1 Ca PAM -21.0, TAAR1 ag -0.3, M5 ag 2.1, TAAR1 antag -6.9, M5 antag 6.2, CRFR2-BP antag -41.3, CRFBP-R2 agonist 4.2 and M5 PAM -6.1.
`NS(=O)(=O)c1ccc(NC(=O)CSc2n[nH]c(=O)n2Cc2ccccc2)cc1` gave M4 PAM -0.1, CHO-K1 Ca PAM 7.2, TAAR1 ag 9.3, M5 ag -1.1, TAAR1 antag -17.6, M5 antag 10.2, CRFR2-BP antag -8.9, CRFBP-R2 agonist -0.5 and M5 PAM -0.6.
Screening CC(C)n1c(-c2ccc(N(C)C)cc2)nc2ccccc21 returned M4 PAM 2.1, CHO-K1 Ca PAM 9.7, TAAR1 ag 5.9, M5 ag -8.6, TAAR1 antag 7.1, M5 antag 0.3, CRFR2-BP antag 9.9, CRFBP-R2 agonist -0.9 and M5 PAM 1.4.
CCc1cc(-c2onc(C)c2-c2cscn2)c(O)cc1OC was read as M4 PAM 4.5, CHO-K1 Ca PAM 1.1, TAAR1 ag -0.1, M5 ag -3.6, TAAR1 antag -4.3, M5 antag 0.5, CRFR2-BP antag -11.0, CRFBP-R2 agonist 1.3 and M5 PAM -2.9.
Screening O=C(c1[nH]c(C(F)(F)F)nc1-c1ccccc1)N1CCOCC1 returned M4 PAM 1.9, CHO-K1 Ca PAM 1.6, TAAR1 ag 1.7, M5 ag 4.3, TAAR1 antag -23.3, M5 antag 2.8 and M5 PAM 3.3.
CC1(C(=O)NS(=O)(=O)c2ccc(Br)cc2)CCN1C(=O)C1(c2ccccc2)CC1 (centres undefined) was read as M4 PAM 6.1, CHO-K1 Ca PAM 9.4, TAAR1 ag 9.9, M5 ag 1.0, TAAR1 antag -25.3, M5 antag -6.1 and M5 PAM 1.4.
COc1cc(-c2n[nH]c(=S)n2C(C)c2ccccc2)cc(OC)c1OC (centres undefined) was read as M4 PAM -1.5, CHO-K1 Ca PAM -5.5, TAAR1 ag -2.7, M5 ag -1.0, TAAR1 antag -13.2, M5 antag 3.4, CRFR2-BP antag 6.5, CRFBP-R2 agonist -1.0 and M5 PAM -5.2.
For CN1C(=O)[C@H]2[C@@H](/C=C/c3ccccc3)N3C(=O)CN(CCO)C(=O)[C@@]3(Cc3ccccc3)[C@H]2C1=O the results were M4 PAM 2.7, CHO-K1 Ca PAM 19.6, TAAR1 ag -0.1, M5 ag 6.5, TAAR1 antag 6.3, M5 antag 6.2, CRFR2-BP antag 7.3, CRFBP-R2 agonist -0.6 and M5 PAM 1.6.
For Cc1cccc2c(C(=O)N3CCN(c4ccccn4)CC3)cc(-c3cccc(Br)c3)nc12 the results were M4 PAM 4.8, CHO-K1 Ca PAM 19.1, TAAR1 ag -1.2, M5 ag -4.4, TAAR1 antag -32.6, M5 antag -12.2, CRFR2-BP antag -17.8, CRFBP-R2 agonist 4.7 and M5 PAM 12.0.
`CC(=O)Nc1ccccc1OCCCN1CCC(C(O)(c2ccccc2)c2ccccc2)CC1` gave M4 PAM -11.4, CHO-K1 Ca PAM 8.2, TAAR1 ag 4.8, M5 ag -5.5, TAAR1 antag 0.9, M5 antag -2.5 and M5 PAM -21.0.
Cc1ccc(SCCC(=O)N/N=C/c2ccncc2)cc1 was read as M4 PAM 7.7, CHO-K1 Ca PAM 14.5, TAAR1 ag 5.8, M5 ag 0.8, TAAR1 antag 12.3, M5 antag -4.1, CRFR2-BP antag -4.7, CRFBP-R2 agonist 0.3 and M5 PAM -0.4.
`Cc1ccc(C(C(=O)NCc2ccco2)N(CC2CCCO2)C(=O)Cn2nnc3ccccc32)cc1` (centres undefined) gave M4 PAM 4.3, CHO-K1 Ca PAM 15.1, TAAR1 ag 10.6, M5 ag -3.3, TAAR1 antag 2.0, M5 antag -3.1, CRFR2-BP antag -7.3, CRFBP-R2 agonist -1.4 and M5 PAM -1.1.
`COc1ccccc1OCC(=O)NCCSCc1ccccc1Cl` gave M4 PAM 0.0, CHO-K1 Ca PAM 18.6, TAAR1 ag 2.3, M5 ag -3.2, TAAR1 antag 3.9, M5 antag -3.4, CRFR2-BP antag 17.7, CRFBP-R2 agonist -5.2 and M5 PAM 2.0.
For CC(C)=CCC/C(C)=C/CNC(=O)CC1C[C@H](C(=O)N(C(C)C)C(C)C)[C@@]2(C)c3[nH]c4ccccc4c3CCN2C1=O (some centres undefined) the results were M4 PAM 6.1, CHO-K1 Ca PAM 11.4, TAAR1 ag 3.5, M5 ag -0.1, TAAR1 antag 5.1, M5 antag -2.1, CRFR2-BP antag 10.8, CRFBP-R2 agonist 3.1 and M5 PAM 3.8.
For N/C(=N\OC(=O)C1CCCCC1)c1ccc(Cl)cc1 the results were M4 PAM 3.1, CHO-K1 Ca PAM 7.5, TAAR1 ag 4.2, M5 ag -0.5, TAAR1 antag -18.0, M5 antag -13.7, CRFR2-BP antag -12.4, CRFBP-R2 agonist 0.9 and M5 PAM 3.5.
`O=[N+]([O-])c1ccc(N2CCCCC2)nc1` gave M4 PAM -5.0, CHO-K1 Ca PAM 5.9, TAAR1 ag -2.0, M5 ag -11.6, TAAR1 antag 17.3, M5 antag 0.5, CRFR2-BP antag 7.0, CRFBP-R2 agonist -1.4 and M5 PAM 8.2.
`CN(C)S(=O)(=O)c1cccc(NC(=O)c2ccc(N3CCCC3=O)cc2)c1` gave M4 PAM -0.4, CHO-K1 Ca PAM -3.7, TAAR1 ag 4.9, M5 ag -0.2, TAAR1 antag -17.6, M5 antag -3.0, CRFR2-BP antag 3.7, CRFBP-R2 agonist -0.3 and M5 PAM 3.5.
`Cc1ccc(C)c(Cn2c(=O)n(-c3ccc(CC(=O)NCc4ccco4)cc3)c(=O)c3sccc32)c1` gave M4 PAM 6.4, CHO-K1 Ca PAM 23.5, TAAR1 ag 1.7, M5 ag 0.5, TAAR1 antag -6.4, M5 antag 0.8, CRFR2-BP antag 20.2, CRFBP-R2 agonist 2.2 and M5 PAM -0.5.
Screening Cc1ccc(NC(=O)CSc2ncn[nH]2)c([N+](=O)[O-])c1 returned M4 PAM -0.6, CHO-K1 Ca PAM 7.1, TAAR1 ag 0.3, M5 ag 2.8, TAAR1 antag 7.7, M5 antag 8.9, CRFR2-BP antag 5.8, CRFBP-R2 agonist -2.1 and M5 PAM 2.8.
CSC1=NCCN1C(=O)c1ccc2ccccc2c1 was read as M4 PAM 11.5, CHO-K1 Ca PAM 29.1, TAAR1 ag 3.8, M5 ag -2.0, TAAR1 antag -17.7, M5 antag 0.2, CRFR2-BP antag -9.0, CRFBP-R2 agonist 1.2 and M5 PAM 15.5.
O=C(Cc1ccccc1[N+](=O)[O-])NCc1ccncc1 was read as M4 PAM 0.2, CHO-K1 Ca PAM -6.8, TAAR1 ag 4.0, M5 ag -1.3, TAAR1 antag 20.5, M5 antag -6.1, CRFR2-BP antag 8.5, CRFBP-R2 agonist -0.9 and M5 PAM -2.1.
COc1cc(CN2CCCCC2)ccc1OCc1ccccc1 was read as M4 PAM -8.8, CHO-K1 Ca PAM 7.9, TAAR1 ag 5.1, M5 ag -1.4, TAAR1 antag -12.2, M5 antag 7.8, CRFR2-BP antag 4.6, CRFBP-R2 agonist -1.3 and M5 PAM -9.7.
`COc1ccc([C@H]2CC(=O)C[C@@H](CCn3cc(-c4cccnc4)nn3)O2)cc1` gave M4 PAM 6.8, CHO-K1 Ca PAM 2.0, TAAR1 ag 2.0, M5 ag 2.2, TAAR1 antag 5.5, M5 antag 2.0 and M5 PAM 0.0.
For O=C(C[C@H]1C/C=C\C[C@@H](Cc2ccc(F)cc2)C(=O)O[C@@H](c2ccccc2)CNC1=O)NCCO the results were M4 PAM -1.5, CHO-K1 Ca PAM -20.8, TAAR1 ag 2.8, M5 ag -1.9, TAAR1 antag 21.7, M5 antag 10.6, CRFR2-BP antag 1.8, CRFBP-R2 agonist -0.1 and M5 PAM -6.9.
Screening CCOC(=O)[C@]12CCCC=C1N(Cc1ccc(Cl)cc1Cl)C(=O)[C@H](CC(=O)NCCc1ccccc1OC)C2 returned M4 PAM -2.4, CHO-K1 Ca PAM 3.0, TAAR1 ag 40.2*, M5 ag -5.4, TAAR1 antag 19.2, M5 antag -6.5 and M5 PAM -0.3.
Screening CCOc1ccc(S(=O)(=O)N2CCCCC2)cc1NC(=O)Cc1ccccc1 returned M4 PAM 1.7, CHO-K1 Ca PAM 10.3, TAAR1 ag 3.8, M5 ag 3.9, TAAR1 antag -26.7, M5 antag -3.9, CRFR2-BP antag 3.2, CRFBP-R2 agonist 0.8 and M5 PAM 13.8.
CCN(CC(=O)Nc1ccc(C(C)=O)cc1)CC(=O)Nc1cccc(OC)c1 was read as M4 PAM -5.5, CHO-K1 Ca PAM 5.6, TAAR1 ag 0.4, M5 ag -3.3, TAAR1 antag -1.0, M5 antag 14.5, CRFR2-BP antag 4.8, CRFBP-R2 agonist -0.5 and M5 PAM -2.9.
Screening O=C(COC(=O)Cc1ccc([N+](=O)[O-])cc1)NC1CCCCCC1 returned M4 PAM 1.9, CHO-K1 Ca PAM -2.6, TAAR1 ag 18.3, M5 ag -1.0, TAAR1 antag 6.5, M5 antag 18.0, CRFR2-BP antag -31.4, CRFBP-R2 agonist 6.7 and M5 PAM -6.2.
Screening COc1ccc(Cl)cc1NC(=O)c1ccc2c(SCC(=O)O)c3c(nc2c1)CCCC3 returned M4 PAM 9.0, CHO-K1 Ca PAM 17.2, TAAR1 ag 0.2, M5 ag -5.9, TAAR1 antag 13.3, M5 antag -10.3, CRFR2-BP antag 12.8, CRFBP-R2 agonist -0.3 and M5 PAM 0.1.
`CCOC(=O)c1cc(NC(=O)c2ccoc2C)cc(C(=O)OCC)c1` gave M4 PAM -4.9, CHO-K1 Ca PAM 4.6, TAAR1 ag -0.1, M5 ag 2.4, TAAR1 antag -14.8, M5 antag -5.7, CRFR2-BP antag -41.2, CRFBP-R2 agonist 0.0 and M5 PAM 3.0.
